Screens from PubChem BioAssay.
bovine MsrA act – bovine MsrA enzyme activators, primary screen, biochemical, absorbance, HTS; activation, % at 10.6 µM; purified bovine MsrA, absorbance read-out; Methionine sulfoxide reductase A (Bos taurus); 360,000 tested, 0.3% active; in the data active = activation above about 7.5%;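 also: 0% = vehicle and 100% = reference activator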
SKN-1 inh – suppressors of acrylamide-induced Pgst-4::GFP reporter in worms, primary screen, SKN-1 inhibitor project, whole organism, uHTS, GFP/RFP fluorescence ratio, strain VP596; 360,000 tested, 0.49% active; AID 624304, 2012; inhibition, % at 21.8 µM; C. elegans VP596 Pgst-4::GFP/RFP ratio, 24 h;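 active = interference check ratio from 0.5 to 1.5 plus GFP to RFP signal ratio inhibition reaching or exceeding a fixed threshold, cut at about 30% in these data, passing the limit was not always enough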; also: some compounds called inactive have numbers as strong as hits
CendR NRP1 mod – modulators of CendR peptide binding to NRP-1, primary screen, biochemical, fluorescence polarization, uHTS. FAM-RPARPAR peptide binding to NRP-1. inhibition, % at 25 µM. 360,000 tested, 0.85% active. AID 602438, 2012;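 active = inhibition or corrected inhibition above about 18%, plus a signal ratio from 0.5 to 1.5, limit read from the data, passing the limit was not always enough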; also: strong numbers were not always called active
MT1-MMP act inh – blockers of MT1-MMP proenzyme processing, primary screen, HT1080 RFP-PRO-GFP cells, GFP/RFP fluorescence | Matrix metalloproteinase-14 (Homo sapiens), P50281 | GFP/RFP ratio fluorescence, overnight; percent of plate control window, DMSO zero | GFP/RFP ratio change, % at 20 µM | 360,000 tested, 0.061% active;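 active = GFP/RFP ratio change of at least 30% with cell ATP level not reduced by more than half and red fluorescence within 50% of control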; also: strong numbers were not always called active
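Test system: HT1080 cells expressing an RFP-PRO-GFP fluorescent reporter construct / Compound dosing: single-point 20 µM compound, 1% DMSO / Schedule: cells overnight before dosing, compound overnight, 37 °C, 5% CO2 / Evaluation: GFP/RFP fluorescence ratio / Control set: DMSO and RFP-L50D-GFP cell wells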
FAS-TE inh – FAS thioesterase domain inhibitors, primary screen, biochemical, fluorescence intensity, uHTS. 360,000 tested, 0.67% active. AID 602261, 2012. recombinant FAS-TE, OMFH fluorogenic substrate, fluorescence endpoint. Fatty acid synthase (Homo sapiens), P49327. inhibition, % at 15 µM;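 active = compounds whose normalised, plate-corrected inhibition of enzyme fluorescence in the single-dose primary screen is 50% or more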;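 also: 0% = DMSO with enzyme and 100% = substrate without enzyme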
MsrA inhibitor – bovine MsrA enzyme inhibitors, primary screen, biochemical, absorbance, HTS; Methionine sulfoxide reductase A (Bos taurus); purified bovine MsrA, absorbance read-out; inhibition, % at 15.5 µM; 360,000 tested, 0.75% active; AID 651718, 2012; in the data active = inhibition above about 4.5%;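 also: 0% = vehicle wells with enzyme and 100% = reference inhibitor wells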
Neddyl block – inhibitors of cullin neddylation, primary screen, biochemical, TR-FRET, uHTS, NAE and Ubc12; AID 651699, 2012; 360,000 tested, 0.58% active; calls only at 25 µM; NEDD8-conjugating enzyme Ubc12 (Homo sapiens) + NEDD8-activating enzyme E1 regulatory …; in the data active = inhibition above about 36%
eLon inh – inhibitors of E. coli Lon protease, primary screen, biochemical, fluorescence polarization | P0A9M0 | 360,000 tested, 0.42% active | purified E. coli Lon protease | inhibition, % at 7.94 µM; in the data active = inhibition above about 13%, passing the limit was not always enough;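 also: 0% = enzyme with probe and DMSO and 100% = no enzyme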
Rin1 Abl inh – inhibitors of Rin1-Abl protein binding, primary screen, biochemical, TR-FRET; Tyrosine-protein kinase ABL1 (Homo sapiens) + Ras and Rab interactor 1 (Homo sapiens), …; inhibition, % at 7.35 µM; 360,000 tested, 0.4% active; in the data active = inhibition above about 5%, passing the limit was not always enough
Target sequence (P00519 whole entry, looked up): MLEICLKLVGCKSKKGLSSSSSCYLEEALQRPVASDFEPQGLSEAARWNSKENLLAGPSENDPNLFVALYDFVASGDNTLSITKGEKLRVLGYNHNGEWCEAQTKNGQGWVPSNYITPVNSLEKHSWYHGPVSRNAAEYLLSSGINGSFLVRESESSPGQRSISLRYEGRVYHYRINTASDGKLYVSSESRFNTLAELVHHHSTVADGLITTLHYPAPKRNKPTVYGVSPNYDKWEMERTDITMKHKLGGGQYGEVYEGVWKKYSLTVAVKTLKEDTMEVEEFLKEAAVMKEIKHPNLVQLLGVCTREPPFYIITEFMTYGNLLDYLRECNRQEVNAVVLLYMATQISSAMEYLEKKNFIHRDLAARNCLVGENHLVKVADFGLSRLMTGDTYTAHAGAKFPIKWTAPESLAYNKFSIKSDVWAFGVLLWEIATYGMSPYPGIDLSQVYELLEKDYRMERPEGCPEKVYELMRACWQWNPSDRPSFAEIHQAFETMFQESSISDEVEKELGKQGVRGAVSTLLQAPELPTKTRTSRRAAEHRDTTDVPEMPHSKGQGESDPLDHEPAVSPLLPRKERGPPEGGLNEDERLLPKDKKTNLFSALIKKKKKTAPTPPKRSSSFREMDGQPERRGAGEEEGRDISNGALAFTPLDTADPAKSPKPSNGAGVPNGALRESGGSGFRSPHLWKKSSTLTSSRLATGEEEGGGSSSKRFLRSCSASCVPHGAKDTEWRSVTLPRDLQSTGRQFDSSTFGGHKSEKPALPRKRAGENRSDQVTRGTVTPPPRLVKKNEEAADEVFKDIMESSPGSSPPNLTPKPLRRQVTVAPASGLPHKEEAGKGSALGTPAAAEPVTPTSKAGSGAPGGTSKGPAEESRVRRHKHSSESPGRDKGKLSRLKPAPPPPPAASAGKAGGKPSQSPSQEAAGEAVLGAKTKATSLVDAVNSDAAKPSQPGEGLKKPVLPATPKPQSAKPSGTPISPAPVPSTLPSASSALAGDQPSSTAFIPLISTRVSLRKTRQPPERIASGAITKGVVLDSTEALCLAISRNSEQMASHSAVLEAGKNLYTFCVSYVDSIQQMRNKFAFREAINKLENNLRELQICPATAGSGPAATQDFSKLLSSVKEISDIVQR
Target sequence (Q13671 whole entry, looked up): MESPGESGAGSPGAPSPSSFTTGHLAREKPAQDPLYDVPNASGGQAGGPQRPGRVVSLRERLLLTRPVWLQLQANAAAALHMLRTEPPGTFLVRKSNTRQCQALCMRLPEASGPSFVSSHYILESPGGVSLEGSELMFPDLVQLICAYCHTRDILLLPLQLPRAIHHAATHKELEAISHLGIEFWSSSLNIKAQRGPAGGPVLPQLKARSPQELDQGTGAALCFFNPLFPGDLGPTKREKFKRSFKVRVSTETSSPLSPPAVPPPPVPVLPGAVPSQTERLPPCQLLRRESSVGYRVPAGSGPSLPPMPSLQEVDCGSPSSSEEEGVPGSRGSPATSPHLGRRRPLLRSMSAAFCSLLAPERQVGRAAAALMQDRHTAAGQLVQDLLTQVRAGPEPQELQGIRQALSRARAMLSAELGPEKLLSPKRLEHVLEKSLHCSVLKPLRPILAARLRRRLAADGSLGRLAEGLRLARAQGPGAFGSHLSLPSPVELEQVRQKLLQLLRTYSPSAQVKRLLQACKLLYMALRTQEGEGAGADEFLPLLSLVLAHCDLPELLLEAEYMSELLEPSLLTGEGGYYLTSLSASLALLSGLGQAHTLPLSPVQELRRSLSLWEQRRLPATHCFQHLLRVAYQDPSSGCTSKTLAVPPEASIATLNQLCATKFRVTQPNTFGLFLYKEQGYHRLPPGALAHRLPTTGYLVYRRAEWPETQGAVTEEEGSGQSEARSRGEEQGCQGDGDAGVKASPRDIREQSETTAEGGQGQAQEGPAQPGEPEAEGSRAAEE
* = called active by the depositor; i = inactive; nt = no result given. Not all compounds are listed. The share of hits here may be higher or lower than overall.

SMILES	bovine MsrA act	SKN-1 inh	CendR NRP1 mod	MT1-MMP act inh	FAS-TE inh	MsrA inhibitor	Neddyl block	eLon inh	Rin1 Abl inh
Cc1nn(C)c(C)c1/C=C1/CC2C3CC=C4CC(O)CCC4(C)C3CCC2(C)C1=O (stereo unspecified)	-1.4	-17.2	-1.9	1.0	5.8	0.4	i	-5.9	3.2
Cn1c(O)c(C=Nc2ccccc2-c2ccccc2)c(=O)n(C)c1=O	-3.7	4.4	-6.2	2.7	-0.4	-0.4	i	2.5	4.0
N/C(=N\[N+](=O)[O-])N/N=C/c1ccc(O)cc1	-7.1	-1.8	-12.1	-1.7	-5.8	5.3*	i	-6.1	-2.1
NP(=O)(Oc1ccccc1)Oc1ccccc1	-2.1	-17.1	10.5	-1.7	-2.9	0.8	i	3.5	1.7
COC(=O)C1=C(c2cc3ccccc3s2)C[C@@H]2CC[C@H]1N2C(=O)N1CCC(C)CC1	-1.9	8.7	-1.2	6.4	32.3	-0.3	i	4.7	0.3
CCOc1ccc(NC2=NCCCS2)cc1	-0.2	13.6	2.3	3.2	-4.0	-0.5	i	3.5	4.7
CCOc1ccccc1-n1c(O)c(C=NCCCn2ccnc2)c(=O)[nH]c1=O	-0.5	0.2	-7.6	-3.5	-3.9	-0.9	i	-0.6	0.3
S=P(N1CCCCCC1)(N1CC1)N1CC1	-1.2	1.3	11.4	1.5	-6.4	0.1	i	8.2	5.9
COc1ccccc1-n1c(Cc2ccccc2)nc2ccccc2c1=O	-3.6	0.1	7.1	-5.9	2.6	-0.1	i	-6.3	3.5
CCc1ccc(OCC(=O)N2CCN(Cc3ccc4c(c3)OCO4)CC2)cc1	-2.3	-0.5	11.3	-0.4	6.4	-2.2	i	-2.0	4.0
O=C(CCNC(=O)N1C[C@H]2C[C@@H](C1)c1cccc(=O)n1C2)Nc1cccc(Cl)c1	-2.1	-6.1	-6.0	4.2	-5.0	-0.3	i	-5.0	0.0
C=CCN1C(=O)NC(=O)/C(=C/c2ccc(OC)c(COc3ccc(NC(C)=O)cc3)c2)C1=O	-8.5	5.0	-7.5	-1.0	1.2	-0.7	i	-0.5	2.5
CCCNC(=O)c1c(N)n(Cc2ccc3c(c2)OCO3)c2nc3ccccc3nc12	-3.9	-6.2	-48.5	-20.0	1.5	nt	nt	-9.8	1.6
CCCC/C(=N\O)c1c[nH]c2ccccc12	-5.4	5.2	-11.7	4.4	-44.7	2.5	i	-4.3	1.1
Cc1cc(N2CCN(C)CC2)nc2ccccc12	-1.2	13.5	8.0	-10.3	-0.4	-0.4	i	-14.9	2.2
COc1ccc2c(c1OC)C(=O)OC2C1c2cc3c(cc2CCN1C)OCO3 (stereo unspecified)	-1.4	1.4	-5.6	0.9	2.7	0.2	i	7.0	0.2
COC(=O)C1=C(c2ccc(C(C)=O)cc2)C[C@@H]2CC[C@H]1N2C(=O)N1CCOCC1	-7.3	2.1	9.9	6.4	-5.3	0.0	i	-4.4	4.6
Cc1ccc(NC(=O)N2CC2)cc1NC(=O)N1CC1	-0.6	13.6	4.5	0.1	-6.4	0.6	i	-4.3	-1.6
CC(NCc1ccc(Cl)cc1Cl)C(O)c1ccccc1 (stereo unspecified)	-9.6	-0.9	-0.9	2.6	-3.2	-0.2	i	-1.6	-2.2
O=c1[nH]c(=O)n(-c2cccc(Cl)c2)c(O)c1/C=N/c1ccccn1	-3.5	17.6	-26.3	-9.2	-3.4	1.1	i	-41.9	2.1
Cn1c(O)c(C=NCc2ccco2)c(=O)n(C)c1=O	-4.2	9.8	-3.5	-0.4	-5.0	3.8	i	-3.5	-0.8
Cc1cc(OCC(=O)OC(C)C)c2c3c(c(=O)oc2c1)CCCC3	-1.5	2.7	19.1	-2.2	19.0	0.8	i	-6.5	-1.0
Cc1cccc([N+](=O)[O-])c1	-2.5	6.9	5.1	0.4	-3.1	0.5	i	-6.0	-3.8
O=P(Oc1ccccc1)(Oc1ccccc1)C(O)c1ccccc1 (stereo unspecified)	-0.7	-2.7	0.2	-0.7	1.8	-1.2	i	5.4	1.4
COc1ccc(-n2c(/C=C3\C(=O)Nc4ccccc43)nc3ccccc3c2=O)cc1	-3.5	4.2	6.3	-14.6	0.6	-1.4	i	12.2	0.3
O=P(OCC(F)(F)C(F)F)(N1CCOCC1)N1CCOCC1	-5.1	-3.3	-1.9	-3.5	-5.7	1.8	i	-6.6	2.5
CC(C)N1CCN(Cc2cccc3c2OCO3)CC1CCO (stereo unspecified)	-4.8	0.4	-1.4	-0.9	-6.7	1.2	i	4.3	0.6
CCOC(=O)C1=C(C)OC(N)=C(C(=O)OCC)C12C(=O)Nc1ccc(Br)cc12 (stereo unspecified)	-5.1	-8.6	2.2	-6.4	-3.9	0.4	i	-1.7	2.2
COC(=O)C1=C(c2ccc(F)cc2OCc2ccccc2)C[C@@H]2CC[C@H]1N2C(=O)NCc1cc(C)oc1C(F)(F)F	1.2	5.1	-2.0	-19.9	25.5	nt	i	7.6	0.5
CC1CC(C)CC(C)C(O)C(C#N)=CC=CCC(C2CCCC2C(=O)O)OC(=O)CC(O)C(C)C1 (stereo unspecified)	-2.1	22.0	2.7	-42.6	-4.8	0.2	i	-4.9	3.0
CCOC(=O)c1c(NC(NC(=O)CF)C(Cl)(Cl)Cl)sc2c1CCCC2 (stereo unspecified)	0.0	3.7	9.1	6.2	27.5	0.0	i	-2.5	1.0
Cc1csc(NC(=O)C(Cl)c2ccccc2)n1 (stereo unspecified) (tested in a mixture with another compound)	-2.9	-10.4	0.6	-1.8	-2.8	-1.7	i	-0.2	1.8
Cc1cccc(-n2c(C)nc3ccccc3c2=O)c1C	-3.2	2.7	-4.2	0.9	-2.5	-0.1	i	2.5	-3.5
c1cc2c(cc1N1CCCCC1)C1CC2CCN1 (stereo unspecified)	-5.0	-1.1	-5.6	4.4	-11.0	2.1	i	-9.6	-1.1
O=C(CN1CCN(C(=O)COc2cccc(F)c2)CC1)Nc1ccc(Cl)c(C(F)(F)F)c1	-1.8	5.8	-4.5	2.5	13.2	0.0	i	2.3	-0.2
Clc1ccc(C(c2ccc(Cl)cc2)n2cc[n+](CC(OCc3ccc(Cl)cc3Cl)c3ccc(Cl)cc3Cl)c2)cc1 (stereo unspecified)	1.0	1.8	4.7	-39.7	-128.6	0.1	i	5.0	-1.1
O=S(=O)(c1ccc(Cl)cc1Cl)N1CCCC1c1cccnc1 (stereo unspecified)	-2.9	2.8	13.4	3.1	-2.4	0.0	i	-0.5	5.2
COc1ccccc1-n1c(CNCC2CCCO2)nc2ccccc2c1=O (stereo unspecified)	-4.1	0.6	-2.3	-6.5	-5.6	1.5	i	-4.9	-1.5
Cc1ccsc1C(=O)C1CCCN(CCO)C1 (stereo unspecified)	-1.5	3.7	7.5	-10.9	0.2	1.4	i	2.3	1.3
C/C=C1\NC(=O)[C@H](C)NC(=O)[C@@H](NC(=O)[C@H](Cc2ccc(O)cc2)NC(=O)[C@@H](NC(=O)/C(C)=C/C)C(C)C)[C@@H](C)OC(=O)[C@H](CCCc2ccc(O)cc2)NC(=O)[C@@H](CCC(=O)O)NC1=O	-4.6	-11.2	-7.9	-0.1	-7.0	0.8	i	3.5	2.0
Cn1ccnc1P(=S)(c1nccn1C)c1nccn1C	-13.7	-15.0	-0.7	2.3	-8.4	-0.4	i	-0.9	5.7
CCCOC(=O)C1C2c3ccccc3C(c3ccccc32)C1C(=O)O (stereo unspecified)	-1.5	5.7	-9.0	-0.6	-2.4	0.7	i	8.2	-1.1
O=[N+]([O-])c1ccc(Nc2ccccc2)cc1	-10.9	51.0*	3.7	1.6	10.4	3.7	i	2.8	-4.0
CCOc1cc2c(cc1OCC)-n1cccc1C(c1ccc(C(C)C)cc1)NC2 (stereo unspecified)	1.7	8.4	5.2	-1.4	7.2	-0.1	i	-3.3	3.4
Cc1ccccc1-c1nc2ccccc2c(=O)n1C	0.2	-0.5	7.8	-1.5	-7.8	-0.6	i	3.6	0.5

Taken from above (2 entries):
SMILES	bovine MsrA act	SKN-1 inh	CendR NRP1 mod	MT1-MMP act inh	FAS-TE inh	MsrA inhibitor	Neddyl block	eLon inh	Rin1 Abl inh
Clc1ccc(C(c2ccc(Cl)cc2)n2cc[n+](CC(OCc3ccc(Cl)cc3Cl)c3ccc(Cl)cc3Cl)c2)cc1 (stereo unspecified)	1.0	1.8	4.7	-39.7	-128.6	0.1	i	5.0	-1.1
O=S(=O)(c1ccc(Cl)cc1Cl)N1CCCC1c1cccnc1 (stereo unspecified)	-2.9	2.8	13.4	3.1	-2.4	0.0	i	-0.5	5.2

Whole records from above. Order of values: bovine MsrA act, SKN-1 inh, CendR NRP1 mod, MT1-MMP act inh, FAS-TE inh, MsrA inhibitor, Neddyl block, eLon inh, Rin1 Abl inh
`Cc1cccc(-n2c(C)nc3ccccc3c2=O)c1C` is entered as -3.2, 2.7, -4.2, 0.9, -2.5, -0.1, i, 2.5, -3.5
`NP(=O)(Oc1ccccc1)Oc1ccccc1` is entered as -2.1, -17.1, 10.5, -1.7, -2.9, 0.8, i, 3.5, 1.7

(cont.)
SMILES	bovine MsrA act	SKN-1 inh	CendR NRP1 mod	MT1-MMP act inh	FAS-TE inh	MsrA inhibitor	Neddyl block	eLon inh	Rin1 Abl inh
COc1ccc(-n2c(O)c(/C(C)=N/Nc3ccccc3)c(=O)[nH]c2=O)cc1	-1.8	4.3	-3.3	0.3	-5.4	-0.5	i	-7.9	-2.4
COc1cccc(C(=O)C2CCCN(Cc3ccc(F)cc3)C2)c1 (stereo unspecified)	-3.7	-11.3	8.9	-6.0	5.8	2.2	i	-11.3	4.7
Cc1cc(OCC(=O)NC(Cc2ccc(Cl)cc2)C(=O)O)c2c3c(c(=O)oc2c1)CCC3 (stereo unspecified)	-0.6	-4.7	-6.9	-0.4	28.9	0.6	nt	5.7	0.4
C=CCOC(=O)C1=C(C)OC(N)=C(C(=O)OCC)C12C(=O)N(CC(N)=O)c1ccccc12 (stereo unspecified)	-1.7	-1.6	1.6	-0.3	-2.1	0.6	i	-10.5	-5.0
N=Cc1c(O)n(-c2ccccc2)c(=O)n(-c2ccccc2)c1=O	-4.0	4.0	8.7	-1.9	-5.9	1.1	i	-13.3	3.0
CCOc1c(Cl)cc(CNC(C)C(O)c2ccccc2)cc1OC (stereo unspecified)	-4.2	16.6	-3.5	-1.2	-3.2	0.7	i	-6.3	0.0
CCOC(=O)c1c(C)n(COCCO)c2ccc(O)cc12	-8.8	-7.2	3.8	1.3	-3.5	-1.2	i	-1.1	-3.3
C#C[C@]1(O)CC[C@H]2[C@@H]3[C@H](O)C[C@H]4C[C@@H](O)CC[C@]4(C)[C@H]3CC[C@@]21C	-1.1	14.7	-9.7	nt	-2.3	-0.5	i	6.6	1.2
CC(C)COC(=O)N1Cc2ccccc2-n2nncc2C1	-1.0	3.6	-1.4	-0.6	-4.7	-0.1	i	1.1	-1.9
C=C(c1ccccc1)P(=O)(O)O	-3.6	1.2	2.7	0.6	-8.2	-0.3	i	23.6	-2.3
Cc1ccc(C(O)P(=O)(Oc2ccccc2)Oc2ccccc2)cc1 (stereo unspecified)	0.6	11.4	-5.9	5.0	2.2	-0.5	i	3.3	1.8
